# Bioassay records deposited in PubChem BioAssay by National Center for Advancing Translational Sciences (NCATS).
# PI4K2A inh = blocks human PI4K2A kinase activity; purified PI4K2A, ADP-Glo luminescence, 1 h; stronger effect = lower value; activity change, negative = inhibition, % at 76.9 µM; 420,000 compounds, 0.13% hits; in the data active = activity change below about -50%; inconclusive = mostly about -30% to -49%;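 also: -100% = wells without enzyme as full effect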
#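 Compounds are screened against recombinant PI4K2A using PI as substrate and ATP, the latter dispensed at 300 microM. Reactions run one hour at ambient temperature before ADP-Glo detection; full inhibition defined by wells lacking enzyme.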
# PGK inhibitor = T. brucei PGK inhibition | 380,000 compounds, 0.043% hits | P07378 | PGK/GAPDH coupled, Kinase-Glo luminescence, 60 min | Potency, µM (series often up to 57.5 µM), for the others: at the highest dose activity change, negative = inhibition, usual class: inhibitors; also: potency is read from the fitted curve at half-maximal effect; % is scaled to controls: 0 for no effect and ±100 for the full control effect; nearly all actives have a fitted effect of over 60% in size
# Target sequence (P07378 whole entry, looked up): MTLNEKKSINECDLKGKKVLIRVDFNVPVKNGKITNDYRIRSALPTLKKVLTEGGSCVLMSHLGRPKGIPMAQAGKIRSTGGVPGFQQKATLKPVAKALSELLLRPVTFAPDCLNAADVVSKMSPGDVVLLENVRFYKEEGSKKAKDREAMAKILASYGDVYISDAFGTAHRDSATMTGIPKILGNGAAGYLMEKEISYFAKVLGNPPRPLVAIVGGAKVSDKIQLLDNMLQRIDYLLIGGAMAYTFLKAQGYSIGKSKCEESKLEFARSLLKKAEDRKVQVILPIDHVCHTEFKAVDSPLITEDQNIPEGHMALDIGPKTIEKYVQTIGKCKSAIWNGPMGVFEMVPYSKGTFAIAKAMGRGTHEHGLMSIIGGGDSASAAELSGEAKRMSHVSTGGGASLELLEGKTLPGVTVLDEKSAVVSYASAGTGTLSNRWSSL
#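 Recombinant glycosomal PGK reaction used 1,3-bisphosphoglycerate generated in-well by GAPDH (100nM final) in 100mM TEA pH 7.6, 5mM MgCl2, 0.01% Tween-20. After 60 minutes at room temperature, ATP was read by Kinase-Glo Plus luminescence end-point.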
# GLS inh = inhibitors of human glutaminase (GLS); O94925; GLS enzymatic activity, qHTS titration; Potency, µM (titrated, usually from 45.5 µM), inactives show top-dose activity change, negative = inhibition, actives largely listed as inhibitors; 410,000 compounds, 0.21% hits; also: potency is read from the fitted curve at half-maximal effect; % is scaled to controls: 0 for no effect and ±100 for the full control effect
#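 Coupled fluorescence readout: glutamate oxidase/HRP/Amplex Red detect glutamate formed by hKGA from L-glutamine (1 mM solution added). Buffer 45 mM KH2PO4 pH 8.2, 0.02% Tween-20; reads at t0 and 30 min RT.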
# ERG-DNA inh = inhibitors of human ERG Ets domain-DNA interaction. Potency, µM (doses to about 76.9 µM), without a hit: at the highest dose FP activity, negative = inhibition, usual class: inhibitors. fluorescence polarization, His-ERG Ets domain / labelled DNA. P11308. 370,000 compounds, 0.028% hits; active = well fitted inhibition curve with a large enough effect in the polarisation, with a control signal flat; inconclusive = small, poorly fitted or top-dose-only effect, or effect the other way, or a change in a side signal; inactive = no such curve, though single readings can be large or run the other way; the % refers to the polarisation;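 also: polarization taken with two DNA probes labelled with fluorescein and Texas red; potency is read from the fitted curve at half-maximal effect; % of control where 0% means no effect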
#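 His-tagged ERG Ets domain (1 uM in the protein solution; 300mM KCl, 50mM Tris-HCl, 1mM EDTA, 1mM DTT, pH 7.5) received compound, then a probe mix of 5 nM fluorescein-DNA and 100nM Texas-615-DNA. Fluorescence polarization was read for both dyes.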
# G9a block = G9a (human) methyltransferase inhibition | Q96KQ7 | G9a H3K9 monomethylation, AlphaScreen, 2 h | Potency, µM (highest dose often 102 µM), without a hit: at the highest dose activity, negative = inhibition, actives largely listed as inhibitors | 350,000 compounds, 8.8% hits | AID 504332; also: potency is read from the fitted curve at half-maximal effect; % is scaled to controls: 0 for no effect and ±100 for the full control effect; nearly all actives have a fitted effect of over 75% in size
# Target sequence (Q96KQ7 913-1193 limits assumed): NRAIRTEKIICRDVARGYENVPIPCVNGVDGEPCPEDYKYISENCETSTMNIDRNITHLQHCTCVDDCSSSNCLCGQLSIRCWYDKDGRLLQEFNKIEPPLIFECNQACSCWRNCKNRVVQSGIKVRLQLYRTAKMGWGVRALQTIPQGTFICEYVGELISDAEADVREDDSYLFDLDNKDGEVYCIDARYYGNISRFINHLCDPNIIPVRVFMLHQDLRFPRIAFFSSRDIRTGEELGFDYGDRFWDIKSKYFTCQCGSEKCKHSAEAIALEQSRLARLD
#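 AlphaScreen detection with an anti-monomethyl H3K9 antibody quantified product after a 2 h room-temperature reaction containing 500 nM biotinylated H3K9 peptide, 20 µM SAM and 20 nM enzyme, which had been preincubated 15 min with compound.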
# Pin1 inh = inhibitors of human Pin1; Potency, µM (highest dose often 115 µM), for the others: top-dose activity, negative = inhibition, actives largely listed as inhibitors; Q13526; 390,000 compounds, 0.009% hits; Pin1 FP peptide displacement, HiFluor488, 10 min; active = well fitted inhibition curve with a large enough effect in the polarisation, with a control signal flat, not every such curve was filed as active; inconclusive = small, poorly fitted or top-dose-only effect, or effect the other way, or a change in a side signal; inactive = no such curve, though single readings can be large or run the other way; the % refers to the polarisation; also: potency is read from the fitted curve at half-maximal effect; % is scaled to controls: 0 for no effect and ±100 for the full control effect
# Target sequence (Q13526 whole entry, looked up): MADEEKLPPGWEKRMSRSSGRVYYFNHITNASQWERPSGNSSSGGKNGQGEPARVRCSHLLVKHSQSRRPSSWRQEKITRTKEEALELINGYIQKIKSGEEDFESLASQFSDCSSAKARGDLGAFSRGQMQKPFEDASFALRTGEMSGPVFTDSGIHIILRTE
# BAZ2B block = blocks human BAZ2B; AlphaScreen BAZ2B-H3K14Ac peptide displacement; 360,000 compounds, 4.4% hits; Q9UIF8; AID 504333; Potency, µM (titrated, usually from 114 µM), inactives show at the highest dose activity change, negative = inhibition, hits mostly inhibitors; also: potency is read from the fitted curve at half-maximal effect; % is scaled to controls: 0 for no effect and ±100 for the full control effect; nearly all actives have a fitted effect of over 60% in size
#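 Multi-concentration screen (max 110 uM) measuring displacement of acetylated histone H3 peptide from BAZ2B by AlphaScreen, using 50 nM protein, 50 nM peptide and 10 ug/mL streptavidin donor plus Ni-chelate acceptor beads.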
# HP1b chromo inh = blocks HP1-beta chromodomain binding to methylated histone tails. P83916. AlphaScreen HP1-beta / biotin-H3K9me3 peptide binding. Potency, µM (titrated, usually from 114 µM), for inactives: at the top dose activity change, negative = inhibition, usual class: inhibitors. 390,000 compounds, 0.56% hits. AID 540317; also: potency is read from the fitted curve at half-maximal effect; nearly all actives have a fitted effect of over 70% in size; inactives centre near 23
#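 Compound inhibition of the preformed complex between 50 nM HP1-beta and 50 nM biotinylated H3K9me3 peptide was read by AlphaScreen. Buffer was PBS pH 7.4 with 0.01% Tween-20. Incubations ran 30 min at room temperature, with 10 ug/mL donor/acceptor beads.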
# JMJD2A Tudor inh = inhibitors of human JMJD2A Tudor domain | 390,000 compounds, 4.4% hits | Potency, µM (top dose mostly 114 µM), for inactives: top-dose activity change, negative = inhibition, actives largely listed as inhibitors | AlphaScreen JMJD2A-Tudor / H3K4me3 peptide binding | O75164; also: potency is read from the fitted curve at half-maximal effect; % is scaled to controls: 0 for no effect and ±100 for the full control effect; nearly all actives have a fitted effect of over 50% in size
# An asterisk follows results filed as active; i = inactive; ? = inconclusive; . = not tested or not shown; [ ] = another dose, or the depositor's remark. Unless noted, calls follow the shape of the dose curve; as a rule, active = well fitted curve in the direction sought with a large enough effect; inconclusive = small, poorly fitted or top-dose-only effect, or another doubt; inactive = no such curve, though single readings can be large; an effect the other way counts as inactive or inconclusive.
smiles	PI4K2A inh	PGK inhibitor	GLS inh	ERG-DNA inh	G9a block	Pin1 inh	BAZ2B block	HP1b chromo inh	JMJD2A Tudor inh
CCCC/C=C1\CCc2c([nH]c3ccccc23)C1=O	2	11%	0%	-4%	.	7%	7%	14%	-17%
CCC(C)c1ccccc1NC(=O)CN1CCN(C/C=C/c2ccccc2)CC1 (stereo not drawn)	-1	1%	-14%	0%	9%[59 µM]	3%	-10%	13%	?
CC(C)CCn1c(=O)c2sccc2n2c(CCCC(=O)NCCc3ccccc3)nnc12	-1	i	10%	-9%	6%[59 µM]	-6%	-23%	37%	-6%
Cc1ccc(S(=O)(=O)NC(Cc2c[nH]c3ccccc23)C(=O)O)cc1 (stereo not drawn)	-2	-4%	17%	3%	.	3%	.	14%	-4%
CCN1CCN(c2ccc(S(=O)(=O)N(CC)CC)cc2[N+](=O)[O-])CC1	0	-3%	4%	3%	?	1%	-8%	-2%	-12%
Cc1cc(C)c(NC(=O)C2CCCO2)c(C)c1 (stereo not drawn)	3	-3%	-9%	5%	.	1%	.	17%	16%
CC(C)N1CCc2c(sc(NC(=O)c3cc(-c4cccs4)nc4ccccc34)c2C(N)=O)C1	-4	-10%	26%	17%	11µM*	?	40µM*	-6%	?
COc1ccc(CN2CCC(=O)N([C@H](CO)c3ccccc3)CC2)cc1	5	-2%	-5%	-5%	2%	0%	-11%	32%	-1%
CC(O)CNC(=O)c1ccc(-c2nn(C)c(=O)c3ccccc23)cc1 (stereo not drawn)	4	-8%	.	-8%	-12%	-1%	4%	27%	15%
CCOc1ccc2c(c1)c(=O)c(C(=O)c1ccc3c(c1)OCO3)cn2Cc1cccc(F)c1	-1	-4%	-5%	-10%	4%[59 µM]	18%	-19%[57.1 µM]	28%	-7%
COc1ccc(/C(N)=N/OC(=O)C2CCC(=O)N2S(=O)(=O)c2ccc(C)cc2)cc1OC (stereo not drawn)	-3	-3%	9%	3%	-5%[59 µM]	0%	-8%	10%	-18%
COC(=O)C1=C(C)NC(C)=C(C(=O)OC)C1C(=O)OCC(=O)c1ccc(Br)cc1	7	-10%	-8%	8%	-26%[12.7 µM]	-2%	7%	43%[activator]	-12%
O=C(Cc1ccc2c(c1)OCCO2)c1c(O)cc(O)cc1O	-3	i	?	.	-9%[59 µM]	-13%	11%	8%	?
O=C(CCC1CCCN(C(=O)c2ccsc2)C1)NCc1ccc(F)c(F)c1 (stereo not drawn)	0	-6%	-11%	?	?	-1%	-10%	21%	-12%
Cc1ccccc1C(=O)c1c[nH]c(C(=O)NCC2CCCO2)c1 (stereo not drawn)	2	-4%	-2%	-5%	44%[12.7 µM]	-4%	-14%	10%	-9%
CCOC(=O)C1CCN(S(=O)(=O)c2cccc(-c3cn4cc(C)ccc4n3)c2)CC1	-7	-8%	4%	7%	35%[0.501 µM]	-9%	-5%	26%	-8%
Cc1cccc(Nc2sc(C(=O)c3ccc(Cl)cc3)c(N)c2C(N)=O)c1	-1	i	0%	6%	1%[59 µM]	-3%	?	8%	-20%
CCOC(=O)c1[nH]c(COC(=O)CCOc2ccccc2OC)c(C(=O)OCC)c1C	1	-10%	.	-13%	?	5%	8%	54%[activator]	6%
COc1cc(C2NC(=S)NC(C)=C2C(=O)c2ccccc2)ccc1O (stereo not drawn)	2	-6%	-9%	4%	-102%	9%	?	-5%	-36%
CC(C)CC(=O)NC(=S)NCCc1ccccc1	-3	-13%	-13%	-11%	.	-16%	10%	76%[activator]	26%
Cc1cc(SCC(=O)Nc2ncc(Cl)cc2Cl)nc2ccccc12	1	-4%	9%	-12%	-6%[59 µM]	47%[activator]	-30%	14%	-8%
c1ccc(Cc2nnc3sc(-c4cccs4)nn23)cc1	3	-2%	?	0%	2.2µM*	2%	11%	-28%	-16%
COc1ccc(NC(=O)Cn2ncc3c2-c2ccccc2OC3)cc1Cl	0	-7%	4%	-5%	-1%[59 µM]	7%	3%	16%	-10%
CC(C)Oc1ccc(CNC(=O)CCC(=O)N2CCSc3ccccc32)cc1	0	-8%	-7%	-1%	.	5%	13%	31%	-16%
Cc1ccc(NC(=O)CNC(=O)c2ccccc2F)cc1Cl	8	-10%	3%	-7%	-35%[12.7 µM]	9%	14%	11%	-5%
O=[N+]([O-])c1ccc(Nc2ccccn2)c([N+](=O)[O-])c1	3	1%	6%	-5%	.	-2%	-32%	7%	-27%
C=C(C)C(=O)N1CC2(CC(c3cccc(NC(=O)c4ccccc4)c3)=NO2)C[C@@H]1C(N)=O (stereo partly drawn)	0	11%	-5%	-4%	33%[12.7 µM]	-1%	-1%	13%	-9%
CCn1cc(C(=O)NCCCOC)c(=O)c2cc(S(=O)(=O)N3CCC(C)CC3)ccc21	-5	-8%	-1%	32%[activator]	15%	-13%	-12%	28%	-14%
COc1ccc(-c2nnc(SCC(=O)Nc3nc4ccccc4s3)n2C)cc1	4	-10%	12%	5%	-1%[2.33 µM]	0%	0%	29%	-6%
Cc1ccccc1NC1=C(Cl)C(=O)OC1OC(=O)c1ccco1 (stereo not drawn)	-10	.	13%	.	?	-4%	11%	5%	-23%

# An excerpt taken from the entries so far, as a working copy:
smiles	PI4K2A inh	PGK inhibitor	GLS inh	ERG-DNA inh	G9a block	Pin1 inh	BAZ2B block	HP1b chromo inh	JMJD2A Tudor inh
C=C(C)C(=O)N1CC2(CC(c3cccc(NC(=O)c4ccccc4)c3)=NO2)C[C@@H]1C(N)=O (stereo partly drawn)	0	11%	-5%	-4%	33%[12.7 µM]	-1%	-1%	13%	-9%
CCn1cc(C(=O)NCCCOC)c(=O)c2cc(S(=O)(=O)N3CCC(C)CC3)ccc21	-5	-8%	-1%	32%[activator]	15%	-13%	-12%	28%	-14%
COc1ccc(-c2nnc(SCC(=O)Nc3nc4ccccc4s3)n2C)cc1	4	-10%	12%	5%	-1%[2.33 µM]	0%	0%	29%	-6%
Cc1ccccc1NC1=C(Cl)C(=O)OC1OC(=O)c1ccco1 (stereo not drawn)	-10	.	13%	.	?	-4%	11%	5%	-23%

# The listing continues.
# Order of values: PI4K2A inh, PGK inhibitor, GLS inh, ERG-DNA inh, G9a block, Pin1 inh, BAZ2B block, HP1b chromo inh, JMJD2A Tudor inh
> CCOC(=O)C1(CC2CC2)CCN(S(=O)(=O)/C=C/c2ccccc2)CC1
  -5, -2%, -7%, -11%, ., -1%, -4%, 96%[activator], 34%
> Cc1nn(-c2ccccc2)c(C)c1NS(=O)(=O)c1ccccc1
  -2, 3%, 13%, -4%, 13%[59 µM], 4%, 6%, 23%, -16%
> Cc1ccc(C(C)NC(=S)NCc2ccc(F)cc2)cc1C (stereo not drawn)
  2, -8%, -6%, -2%, ., -2%, -38%, 32%, 3%
> Cc1cccc(NC(=O)CCc2nc3sc4c(c3c(=O)[nH]2)CCCC4)c1
  3, -2%, -3%, 10%, 2%[59 µM], 9%, 0%, 37%[activator], -6%
> COc1ccc(CSc2nnnn2C)cc1[N+](=O)[O-]
  -2, 4%, -1%, -1%, 4%, 0%, 1%, 33%, -4%
> O=C(Cc1ccc([N+](=O)[O-])cc1)Nc1ccon1
  3, -5%, -9%, -3%, -26%, 7%, -5%, 27%, 7%
> COc1ccc(NC(=O)NCc2ccc3c(c2)OCO3)c(OC)c1
  -3, 6%, 1%, -1%, 123%[activator], 10%, -7%, 32%, -1%
> CC(C)(C)Cc1nnc(NC(=O)Cc2ccc([N+](=O)[O-])cc2)s1
  -4, -8%, -22%, 4%, 10µM*, -1%, 3%, ?, ?
> COc1ccccc1-c1nc(SCC(=O)N2CCOCC2)n[nH]1
  18, -3%, -2%, -3%, 8%, 13%, 4%, 9%, 5%
> COc1ccc(N(CC(=O)Nc2ccc(OC)c(Cl)c2)S(=O)(=O)c2c(C)noc2C)cc1
  2, -12%, -5%, 9%, 3%, 1%, -5%, 19%, -12%
> Cc1cc(C)cc(NC(=O)c2cccc(NC(=O)C3C4CC5OC(=O)C3C5C4)c2)c1 (stereo not drawn)
  -5, -2%, -1%, -6%, 2%[59 µM], 2%, -17%, 8%, -6%
> O=C(NCc1cccs1)Nc1ccc2c(c1)OCO2
  -1, 1%, 6%, 1%, ?, -5%, 1%, 28%, -22%
> Cc1cc(C)n(C(=O)c2ccc(C)c(S(=O)(=O)N3CCCC3)c2)n1
  -12, -1%, 7%, 4%, -27%[59 µM], -2%, 6%, 8%, -9%
> O=C(OCC(=O)N1CCN(C(=O)c2ccco2)CC1)c1cc(-c2ccco2)nc2ccccc12
  ?, ?, 4%, -2%, ., ?, 20µM*, 32µM*, 40µM*
> N#Cc1c(NC(=O)Cn2nc(C(F)(F)F)c3c2CCCC3)sc2c1CCC2
  0, -1%, -9%, 4%, 2.8µM*, 3%, 79µM*, 32µM*, ?

# This is a random part of the collection; about 11% have a hit in one of these screens.
